iPSC survival up: hiPSC single-cell survival enhancement; ATPlite luminescence; 100% = ROCK inhibitor wells, 0% = DMSO; survival enhancement, % at 20 µM; hit rate 0.044% among 360,000; AID 602274; in the data active means survival enhancement above about 18%;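 further: cells exposed to compounds for 16 hours before the ATP read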
TRPM1 prom inh: MITF TRPM1 promoter inhibition in SK-MEL-5 cells. SK-MEL-5 TRPM1 promoter luciferase, 24 h. inhibition, % at 12.5 µM. hit rate 0.83% among 330,000;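 active means mean inhibition across replicates of 60% or more, whatever share of single replicates reaches that level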; further: values of inactives mirror those of a sister screen read the other way
Shn3 3UTR inh: reduces Shn3 3'UTR luciferase signal in osteoblasts | hit rate 0.52% among 360,000 | inhibition, % at 12.5 µM | Clone20 osteoblast Shn3 3'UTR firefly luciferase, 24 h;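 active means mean inhibition of at least 75% with every replicate also reaching 75%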;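 further: 0% = median of neutral control wells and 100% = pilot-screen positive control compound; some compounds past the cut are filed as inactive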
NR2E3 ag-1: human photoreceptor-specific nuclear receptor agonism | Q9Y5X4 | CHO-S Gal4-NCOR/VP16-NR2E3 two-hybrid, luciferase | inhibition of corepressor binding, % at 3.98 µM | hit rate 0.35% among 360,000 | AID 602229;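 active means inhibition above the mean of all tested compounds plus 3 SD, cut at about 70% in these data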;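 further: 0% = DMSO with NR2E3 transfected cells and 100% = cells lacking NR2E3 construct; higher means lower luciferase signal from less NR2E3 corepressor binding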
Target sequence (Q9Y5X4 whole entry, looked up, the tested form may be a part): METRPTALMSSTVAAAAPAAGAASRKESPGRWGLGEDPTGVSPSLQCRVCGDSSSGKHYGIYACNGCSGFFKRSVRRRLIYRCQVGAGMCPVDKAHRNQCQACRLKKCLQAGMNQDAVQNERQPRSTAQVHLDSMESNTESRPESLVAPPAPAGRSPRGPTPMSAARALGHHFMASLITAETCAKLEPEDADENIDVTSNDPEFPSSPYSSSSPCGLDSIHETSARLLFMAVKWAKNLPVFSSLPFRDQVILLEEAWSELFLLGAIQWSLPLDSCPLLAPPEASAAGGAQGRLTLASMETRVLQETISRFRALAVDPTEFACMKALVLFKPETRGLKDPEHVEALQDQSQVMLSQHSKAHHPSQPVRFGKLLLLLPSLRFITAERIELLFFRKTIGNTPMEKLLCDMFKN
KKLEB cytotox: counter-screen for CF NF-kB inhibitors: cytotoxicity | activity change (cytotoxicity), % at 5 µM | hit rate 0.36% among 360,000 | KKLEB CF airway cells viability, ATPlite luminescence, overnight; stronger effect = lower value; cells stimulated with P. aeruginosa culture filtrate | AID 602141;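 active means corrected activity change at or below -50% at 5 µM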
CF NFkB block: blocks PAF-induced NF-kB reporter in cystic fibrosis cells; KKLEB NF-kB-GFP reporter, GFP fluorescence overnight; inhibition, % at 5 µM; hit rate 0.86% among 360,000;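 active means at least 50% inhibition at 5 µM, scaled per plate between neutral and stimulator controls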;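 further: PAF is a Pseudomonas aeruginosa culture filtrate used as stimulus; plate controls were PAF-stimulated DMSO wells for no effect and unstimulated DMSO wells for full effect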
Peg3 prom inh: reduces Peg3 promoter-driven luciferase expression in HeLa; HeLa PEG-Prom luciferase reporter, luminescence, overnight; inhibition, % at 20 µM; hit rate 1.7% among 360,000; AID 588405;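 active means inhibition of at least 50% at 20 µM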
TWEAK-Fn14 inh: inhibitors of TWEAK-Fn14 interaction signaling; AID 1159606; TWEAK-stimulated Fn14 reporter cells, luciferase luminescence, 8 h; hit rate 2% among 360,000; inhibition, % at 10 µM; in the data active means inhibition above about 50%
aDG glyco up: alpha-DG glycosylation activation. Pro5-aDG cells, alpha-DG glycosylation AlphaScreen (IIH6); 0% Pro5, 100% B10-LARGE cell signal. activation, % at 10 µM. hit rate 0.22% among 360,000;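 active means activation of at least 8% versus controls, or a plate z-score of at least 8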;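 further: Pro5 are CHO cells carrying HIG-tagged alpha-DG that lacks glycosylation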
HIF-2a inh: HIF-2a inhibition; 786-0 RCC cells HIF-2a reporter, luciferase luminescence, overnight; inhibition, % at 18.8 µM; hit rate 0.72% among 360,000; AID 624352;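 active means inhibition of the luminescence signal of 40% or more relative to plate controls, in a single-dose primary screen at 18.75 µM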
NR2E3 ag-2: activates human photoreceptor nuclear receptor NR2E3; inhibition of corepressor binding, % at 4.78 µM; GST-NR2E3/biotin-RetCOR TR-FRET, 1536-well; Q9Y5X4; AID 2300; hit rate 0.12% among 320,000;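 active means percent inhibition above the cutoff of mean plus 3 SD of all tested compounds, set per screening campaign, cut at about 20% in these data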;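 further: 0% = DMSO wells and 100% = biotin wells as full block of FRET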
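Test system – NR2E3–RetCOR corepressor complex · Quantity – NR2E3 fusion 1.35 nM · Buffer or medium – Tris pH 7.5 · Incubation – Compound–protein incubation for 5 h at 4 °C · Technique – TR-FRET, Eu(K)-anti-GST donor, streptavidin-D2 acceptor, ex 340, em 617/671 nm · Evaluation – percent inhibition of 671/617 nm emission ratio versus biotin and DMSO controls · Plate – 1536-well format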
Numbers without * were called inactive; . = not tested or not shown.

SMILES	iPSC survival up	TRPM1 prom inh	Shn3 3UTR inh	NR2E3 ag-1	KKLEB cytotox	CF NFkB block	Peg3 prom inh	TWEAK-Fn14 inh	aDG glyco up	HIF-2a inh	NR2E3 ag-2
COC(=O)c1ccc(Oc2nc(NC(C)C)nc(SC)n2)cc1	-5.0	4	-6	-37	-8	7	4	3	1.0	4	2
c1ccc(CCC2CCCCN2Cc2cn[nH]c2-c2cc3ccccc3o2)nc1 (stereo not drawn)	-0.4	-13	-2	0	-4	0	-4	13	0.2	20	0
NC(=O)[C@H]1CC2(CC(c3cccc(NC(=O)CC(c4ccccc4)c4ccccc4)c3)=NO2)CN1C(=O)c1ccccc1C(=O)c1ccccc1 (stereo partly drawn)	-2.7	13	21	2	-19	18	40	25	-0.4	11	4
Cc1[nH]c2ccc(C(=O)N3CCN(C)CC3)cc2c1C	-0.3	-25	-43	-36	11	-11	-67	-35	0.0	-91	3
CN(CCO)c1cc(N(C)CCO)c([N+](=O)[O-])cc1[N+](=O)[O-]	-1.0	-1	-3	23	11	-5	1	-6	0.1	4	4
CCC1(c2ccccc2)NC(=O)N(CC(=O)Nc2cccc(S(=O)(=O)N3CCCCC3)c2)C1=O (stereo not drawn)	-0.4	5	3	15	8	-6	-4	4	0.1	6	.
Cc1ccccc1-c1cc2nc(Oc3cccc(F)c3)n(C)c(=O)c2s1	-1.2	.	22	-56	-2	4	-9	-9	0.0	1	.
CCCC(=O)N1CCCC1(C)C(=O)Nc1ccc(OC(F)F)cc1 (stereo not drawn)	-1.6	.	2	4	7	-9	14	-10	-0.3	3	.
Cc1ccc(S(=O)(=O)NCC2CCCO2)cc1 (stereo not drawn)	0.2	9	19	13	5	-10	-4	-1	-0.1	3	-2
CC(=O)Nc1cccc(OCC(=O)NS(=O)(=O)c2ccc(Cl)cc2)c1	-0.9	7	10	-41	2	5	-9	4	-0.2	8	-3
COc1ccc(C(=O)CN2CCN(c3ccc(Cl)cc3)CC2)cc1OC	-0.5	21	16	-10	0	-8	4	-7	-0.1	-1	2
N#Cc1ccc(C(=O)NNC(=O)c2cccc(S(=O)(=O)N3CCOCC3)c2)cc1	2.6	-1	3	-17	9	12	-5	-6	0.1	10	.
O=C(Cn1c(/C=C/c2ccccc2)nc2ccccc21)Nc1ccc(F)cc1	0.7	-85	-36	-80	-4	-4	-187	-14	0.1	-195	0
Cc1ccc(S(=O)(=O)NCc2ccco2)cc1C(N)=O	1.9	-2	3	-4	5	-3	9	11	-0.2	22	0
Cc1ccc(NC2(C#N)C(=O)Nc3ccccc32)cc1 (stereo not drawn)	1.8	2	-9	12	8	-9	4	-16	0.4	14	2
CS(=O)(=O)Nc1ccc(C(=O)Nc2cccc([N+](=O)[O-])c2)cc1	-0.3	5	-1	-18	8	-7	19	-11	-0.5	-1	1
COc1ccc(-c2cc(C(F)(F)F)n3ncc(C(=O)N4CCCCC4c4cccnc4)c3n2)cc1 (stereo not drawn)	-0.3	-7	-48	-10	-1	30	12	-9	0.1	12	5
OCC1(Cc2cccc(Cl)c2)CCCN(Cc2sc(N3CCCC3)nc2Cl)C1 (stereo not drawn)	0.1	-3	.	3	0	11	19	-10	0.4	16	-4
O=C(COC(=O)c1cc([N+](=O)[O-])ccc1NCCO)Nc1cccc(S(=O)(=O)N2CCCC2)c1	2.6	1	3	-8	-7	16	19	20	-0.3	13	-2
Nc1ncnc(N)c1NC(=O)c1ccc(OCc2ccccc2)cc1	1.7	.	-9	-26	8	-9	-1	9	0.3	1	.
CCOc1ccccc1NC(=S)N1CCN(c2nc(-c3ccc(F)cc3)cs2)CC1	-1.2	.	3	-24	5	2	8	11	1.0	-5	0
Cc1ccc(SCC(=O)NCc2ccncc2)cc1	0.9	2	-3	-24	2	5	-1	19	-0.2	16	0
CSc1ccccc1NC(=O)c1cc(Cl)sc1Cl	0.2	-3	3	-30	11	7	-24	-11	0.0	-46	1
O=C(CN1CCOCC1)NCc1ccccc1	-0.8	-1	7	4	-14	1	6	2	0.1	3	2
CNC(=S)N=Nc1c(O)[nH]c2ccc(C(C)C)cc12	0.2	1	5	1	-4	1	11	0	0.2	25	-2
COc1ccc(OC)c(NC(=O)c2c3c(nc4ccccc24)CCC3)c1	1.7	13	4	-30	11	0	18	-10	-0.2	6	-2
CCn1cc(C(=O)NC2CCCCC2C)c(=O)c2ccc(C)nc21 (stereo not drawn)	5.4	-6	-18	-32	-4	12	8	2	-0.3	8	-3
CN(C)c1cccc(C(=O)NCC2CCCO2)c1 (stereo not drawn)	4.1	-20	-40	-37	6	-3	-63	-22	-0.1	-91	-1
COC(=O)CSc1nnc(SCc2ccc(OC)cc2)s1	1.3	10	15	11	1	13	11	28	-0.2	38	-2
CCOC(=O)C1=C(N)Oc2cc(O)ccc2C1c1cccnc1 (stereo not drawn)	0.5	-6	3	-21	9	-19	20	-2	0.1	13	2
CCOc1ccc2nc(NC(=O)c3cc([N+](=O)[O-])ccc3N3CCOCC3)sc2c1	0.0	23	10	-29	-18	17	62*	58*	-0.9	-44	-2
CCN(CC)S(=O)(=O)c1ccc(-c2nnc(SCc3nnc(-c4ccc(C)cc4)o3)n2CC)cc1	-5.1	1	26	2	-14	-12	-28	24	-0.2	-52	-1
C=CCn1c(SC(C)C(=O)NCCC2=CCCCC2)nc2ccccc2c1=O (stereo not drawn)	-1.5	11	0	-2	15	4	33	25	0.2	23	2
CC(C)CCSc1nc2c(c(=O)[nH]c(=O)n2C)n1CCCc1ccccc1	-0.7	.	-9	-7	7	-14	8	-6	-0.3	7	-1
OCCC1CN(CCCc2ccccc2)CCN1Cc1ccc(F)cc1 (stereo not drawn)	-0.5	-9	7	7	2	-6	1	-1	-0.2	6	0
COC(=O)c1ccc(CSc2nnc(C)s2)cc1	0.1	-59	-113	-54	7	-3	-190	-1	-0.2	-181	-6
O=C(Cc1n[nH]c(=O)c2ccccc12)OCC(=O)c1ccc(F)c(F)c1	-0.5	8	-3	6	-3	-6	-6	-2	0.1	2	3
COC(=O)C1=C(C)N(c2ccc(Br)cc2)C(=O)/C1=C\c1ccco1	-0.8	4	-6	-25	-6	3	8	-8	-0.5	8	1
Cc1cnc(C(=O)Nc2nnc(C)s2)cn1	-1.1	-7	-16	-2	4	-6	4	-2	0.1	-25	2
Cn1c(=S)ccc2ccccc21	1.1	-10	-16	0	12	9	-12	8	0.3	0	2
Cc1cc2nc(C(F)(F)F)cc(-c3cccs3)n2n1	-1.2	-9	3	-2	1	-6	6	2	0.1	10	1
CC(NS(=O)(=O)c1ccccc1)C(c1cccs1)N1CCN(C)CC1 (stereo not drawn)	-1.1	9	16	-10	4	-8	-2	11	-0.2	20	1
Cc1cccc(NC(=S)NC23CN4CN(CN(C4)C2)C3)c1C	1.2	5	-27	-10	-12	3	1	3	0.1	13	1
CS(=O)(=O)N(CC(=O)NCC1CCCO1)c1ccc(Cl)c(Cl)c1 (stereo not drawn)	-0.1	-3	-7	-19	16	-10	-1	-9	0.1	11	3
COc1cc(C(=O)Oc2ccc(Br)cc2C(=S)N2CCOCC2)cc(OC)c1OC	1.0	.	-2	-7	-3	19	7	6	0.0	18	5
O=C(c1ccco1)N(Cc1cccnc1)C(c1ccccc1)c1nc2ccccc2[nH]1 (stereo not drawn)	0.6	.	-20	-43	5	-11	-100	-3	0.1	-200	.
CC(NC(=O)COC(=O)Cc1ccsc1)C1CC2CCC1C2 (stereo not drawn)	-1.2	10	13	9	-15	-22	-10	0	-0.3	5	3
Cc1[nH]c(=O)c(C#N)c2c1COC(C)(C)C2	-0.8	-8	-8	-35	0	18	0	-7	-0.4	18	2
COc1ccc(CNC(=O)COC(=O)c2cc(C)oc2C)cc1	-1.1	.	-4	11	-22	25	9	1	-0.1	1	.
CCOC(=O)C1CCCN(C(=O)c2ccc(CS(=O)(=O)c3ccc(Br)cc3)o2)C1 (stereo not drawn)	3.0	4	5	-1	9	-24	10	2	-0.3	-2	5
CCCC(=O)N(Cc1cc2cccc(C)c2[nH]c1=O)c1ccccc1OC	-0.9	2	-3	-1	-4	-6	26	8	0.1	13	-2
Cn1c(=O)n(C)c2cc(S(=O)(=O)N3CCN(c4ccccc4)CC3)ccc21	-0.6	-2	-1	-14	-1	-10	-1	-11	0.3	14	-3
Cc1ccc(C)c(OCCC(=O)OCC(=O)c2c(N)n(C)c(=O)n(C)c2=O)c1	-0.4	7	0	-18	10	-1	-1	2	0.1	12	3
CC(C)C(=O)Nc1ccc(C(=O)Nc2ccc(Br)cc2F)cc1	1.5	-28	-8	-22	-15	10	-54	-45	1.1	-109	1
COc1cc(CNC(=O)CCCC/C=C/C(C)C)ccc1O	1.2	-14	12	-14	-2	17	-16	-15	0.7	15	5
CC(=NOC(=O)c1ccc(Cl)cc1)c1nccs1	0.7	.	17	-5	-8	6	5	5	-0.2	1	.
CC(NC(=O)Nc1ccccc1O)(C(F)(F)F)C(F)(F)F	-1.0	9	1	37	8	-12	-13	-17	1.8	-12	-3
Cc1[nH]n(-c2ccc([N+](=O)[O-])cc2)c(=O)c1C=NCCN1CCN(C(=O)c2ccccc2)CC1	-0.4	-9	-34	-10	0	-18	-6	-6	0.0	-1	0
CC(=O)C1CCC2C(CCC3=CC(=O)CCC32)C1 (stereo not drawn)	5.7	.	10	8	12	1	9	-5	0.0	6	.
CCOC(=O)/C(=C/c1ccc(OC(=O)c2ccncc2)cc1)C(C)=O	0.7	8	16	-16	-4	8	6	-1	0.1	10	2
CCCS(=O)(=O)NC(=O)C1(C)CCN(C(=O)COc2ccc(Cl)cc2Cl)C1 (stereo not drawn)	1.1	.	-17	-28	-2	2	3	-24	0.1	11	.

Compound profiles, as listed above. Order of values: iPSC survival up | TRPM1 prom inh | Shn3 3UTR inh | NR2E3 ag-1 | KKLEB cytotox | CF NFkB block | Peg3 prom inh | TWEAK-Fn14 inh | aDG glyco up | HIF-2a inh | NR2E3 ag-2
CC(=NOC(=O)c1ccc(Cl)cc1)c1nccs1 as listed: 0.7 | . | 17 | -5 | -8 | 6 | 5 | 5 | -0.2 | 1 | .
CCCC(=O)N(Cc1cc2cccc(C)c2[nH]c1=O)c1ccccc1OC as listed: -0.9 | 2 | -3 | -1 | -4 | -6 | 26 | 8 | 0.1 | 13 | -2
CCCS(=O)(=O)NC(=O)C1(C)CCN(C(=O)COc2ccc(Cl)cc2Cl)C1 (stereo not drawn) as listed: 1.1 | . | -17 | -28 | -2 | 2 | 3 | -24 | 0.1 | 11 | .
CC(C)C(=O)Nc1ccc(C(=O)Nc2ccc(Br)cc2F)cc1 as listed: 1.5 | -28 | -8 | -22 | -15 | 10 | -54 | -45 | 1.1 | -109 | 1

High-throughput results as filed in PubChem BioAssay.

Compounds were not picked by outcome. Share with any hit: about 4.4%.
